Assay outcomes from PubChem.
NR2F2 inh: NR2F2 transcriptional activity inhibitors, primary screen, cell-based, luciferase reporter, HEK293T, luminescence; COUP transcription factor 2 (Homo sapiens), P24468; HEK293T NGFI-A luciferase reporter; inhibition, % at 8.6 µM; 370,000 compounds, 0.7% hits; AID 686940, 2013;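 active = inhibition above a per-plate cutoff, mean inhibition of test wells between control levels plus 3 SD, cut at about 38% in these data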;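 also: cells cotransfected with COUP-TFII expression vector driving the NGFI-A reporter; 0% = median of COUP-TF2 test wells and 100% = reporter-only cells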
NCOA3 inh: SRC3 coactivator transcriptional activity inhibitors, primary screen, cell-based, luminescence; HEK293 GAL4-SRC3 luciferase reporter; inhibition, % at 3.6 µM; 360,000 compounds, 0.17% hits;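 active = inhibition above a per-campaign cutoff, the mean of all compounds plus 3 SD, cut at about 60% in these data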;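 also: 0% = DMSO-treated cells and 100% = gossypol-treated cells at 36 µM; higher means less SRC3-driven luciferase light from the GAL4 reporter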
NOD2 RIPK2 PPI: NOD2-RIPK2 binding disruptors in cells, primary screen, fluorescence, CHO cells, BLA complementation | Receptor-interacting serine/threonine-protein kinase 2 (Homo sapiens), O43353 | CCF4 ratio | AID 624267, 2012 | inhibition, % at 4.98 µM | 360,000 compounds, 0.38% hits; in the data active = inhibition above about 21%;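 also: 0% = vehicle only and 100% = reference blocker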
ABHD5-PLIN5 inh: ABHD5-PLIN5 interaction inhibitors, primary screen, cell lysate, split luciferase complementation, luminescence; Perilipin-5 (Homo sapiens) + 1-acylglycerol-3-phosphate O-acyltransferase ABHD5 (Homo …; 360,000 compounds, 0.78% hits; Split G. princeps luciferase complementation, 4 h; inhibition, % at 4 µM; AID 602281, 2012;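 active = inhibition above the mean inhibition across every tested compound plus 3 SD, cut at about 22% in these data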;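 also: 0% = DMSO only wells and the 100% control is not disclosed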
Target sequence (Q00G26 whole entry, looked up): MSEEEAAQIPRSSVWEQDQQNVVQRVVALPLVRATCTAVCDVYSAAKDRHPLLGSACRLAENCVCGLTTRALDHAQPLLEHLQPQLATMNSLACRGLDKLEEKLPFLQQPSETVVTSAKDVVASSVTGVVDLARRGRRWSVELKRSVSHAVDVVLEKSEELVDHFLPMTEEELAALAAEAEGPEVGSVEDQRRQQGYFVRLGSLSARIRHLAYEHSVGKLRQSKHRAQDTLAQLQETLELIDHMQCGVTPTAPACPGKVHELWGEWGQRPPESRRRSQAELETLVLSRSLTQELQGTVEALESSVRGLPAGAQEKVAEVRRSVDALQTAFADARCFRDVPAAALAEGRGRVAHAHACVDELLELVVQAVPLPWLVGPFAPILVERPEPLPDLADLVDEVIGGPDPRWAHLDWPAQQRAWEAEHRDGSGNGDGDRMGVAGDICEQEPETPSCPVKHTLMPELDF
Target sequence (Q8WTS1 whole entry, looked up): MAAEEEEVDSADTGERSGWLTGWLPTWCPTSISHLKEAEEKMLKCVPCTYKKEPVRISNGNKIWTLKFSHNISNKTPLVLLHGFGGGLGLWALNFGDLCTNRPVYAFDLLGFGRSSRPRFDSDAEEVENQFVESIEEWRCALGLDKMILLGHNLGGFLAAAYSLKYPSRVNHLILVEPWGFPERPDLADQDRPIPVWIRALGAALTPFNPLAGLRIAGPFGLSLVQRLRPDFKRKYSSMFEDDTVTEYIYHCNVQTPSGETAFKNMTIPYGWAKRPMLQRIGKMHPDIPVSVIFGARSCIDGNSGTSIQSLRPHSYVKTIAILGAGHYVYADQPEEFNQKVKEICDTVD
MC4R barr agon: MC4R agonists recruiting beta-arrestin, primary screen, cell-based, luminescence, agonist arm of biased-ligand search. Melanocortin receptor 4 (Homo sapiens), P32245. U2OS MC4R beta-arrestin complementation; percent of melanotan II response, DMSO zero. activation, % at 8.9 µM. 360,000 compounds, 0.98% hits;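 active = activation above a per-plate cutoff, the mean activation of sample wells on that plate plus 3 SD, cut at about 8% in these data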
LRH-1 inv ag: LRH-1 (NR5A2) inverse agonists, primary screen, cell-based, luminescence, HEK293T, StAR-luciferase reporter. Nuclear receptor subfamily 5 group A member 2 (Homo sapiens), O00482. LRH-1 transfected, 24 h. inhibition, % at 3.6 µM. 360,000 compounds, 0.13% hits;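 active = inhibition above the mean inhibition of all tested compounds plus 3 SD, cut at about 73% in these data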;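 also: 0% = DMSO wells and 100% = reporter-only cells lacking LRH-1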
NCOA1 inh: SRC1 coactivator transcriptional activity inhibitors, primary screen, cell-based, luminescence | Nuclear receptor coactivator 1 (Homo sapiens), Q15788 | 360,000 compounds, 0.12% hits | HEK293 GAL4-SRC1 luciferase reporter | inhibition, % at 3.6 µM;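 active = inhibition above the campaign mean plus 3 SD, with each screening campaign given its own cutoff, cut at about 60% in these data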;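 also: 0% = DMSO treated cells and 100% = gossypol at 36 µM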
NCOA2 inhibitor: inhibition of GAL4-SRC2 driven luciferase reporter, primary screen, SRC2 inhibitor project, cell-based, luminescence | HEK293 GAL4-SRC2 luciferase reporter | inhibition, % at 9 µM | 370,000 compounds, 0.17% hits | AID 651957, 2012;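 active = inhibition above the mean inhibition of all tested compounds plus 3 SD, set per campaign, cut at about 52% in these data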;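 also: 0% = DMSO treated cells and 100% = cells given Gossypol at 36 µM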
TLR9-MyD88 block: inhibitors of TLR9-MyD88 association in cells, primary screen, cell-based, CHO, BLA complementation, fluorescence | 340,000 compounds, 0.21% hits | CCF4 FRET ratio | inhibition, % at 4.98 µM;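 active = inhibition above the mean over all tested compounds plus 3 SD, cut at about 21% in these data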;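 also: 0% = DMSO only wells and 100% = clavulanate BLA inhibitor control wells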
LMP1 NFkB inh: EBV LMP1-driven NF-kappaB luciferase reporter inhibitors, primary screen, cell-based, luminescence, single point | LMP1-induced NF-kappaB luciferase reporter cells | inhibition, % at 12.5 µM | 350,000 compounds, 0.69% hits; in the data active = inhibition above about 41%;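 also: 0% = neutral control wells and 100% = reference inhibitor control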
MC4R antag cAMP: MC4R antagonists of cAMP signaling, primary screen, cell-based, TR-FRET, antagonist arm of biased-ligand search. 360,000 compounds, 0.48% hits. Melanocortin receptor 4 (Homo sapiens), P32245. MC4R-expressing cells, MTII-stimulated cAMP, LANCE TR-FRET. inhibition, % at 6.5 µM;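 active = inhibition above its plate's cutoff, the mean of tested wells on that plate plus 3 SD, cut at about 29% in these data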;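 also: 0% = Melanotan II alone and 100% = Melanotan II plus saturating MCL0020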
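Assay system: U2OS-MC4R stable cell line; Also added: Melanotan II; Technique: Eu-cAMP/anti-cAMP TR-FRET, emission 671 nm; Times: 30-min compound, 1-h challenge, 1-h detection, room temperature.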
Numbers without * were called inactive; x = not tested or not shown.

Fields: NCOA3 inh	TLR9-MyD88 block	LRH-1 inv ag	MC4R barr agon	NCOA2 inhibitor	NOD2 RIPK2 PPI	MC4R antag cAMP	ABHD5-PLIN5 inh	LMP1 NFkB inh	NR2F2 inh	NCOA1 inh
- CCC(C)(C)NC(=O)C(c1ccc(OC)cc1)N(C(=O)CCC(=O)Nc1cc(C)on1)C(C)(C)C (stereo not given)
→ 15	4	9	-0.2	14	-11	10	-4	1	20	1
- COc1ccc(NC(=O)CCN2CCN(Cc3ccccc3)CC2)c(OC)c1
→ -4	-12	9	-0.6	8	0	-2	-2	7	13	-7
- CNCCC(=O)N1c2ccccc2CCc2ccc(NC(=O)OC)cc21
→ 5	-182	7	0.7	1	-4	12	-8	-4	-6	-65
- Cc1ccccc1NC(=O)Cc1nc(COC(=O)c2cccc(O)c2)cs1
→ -24	-15	8	-3.1	-15	-5	18	-9	-8	-7	4
- COc1ccc(C2CC(C(F)(F)F)n3nc(C(N)=O)c(Cl)c3N2)cc1OC (stereo not given)
→ 8	7	4	-3.7	25	-7	11	-1	9	-3	-1
- Cc1c(N=C2NC(=O)/C(=C/c3ccc(O)cc3)S2)c(=O)n(-c2ccccc2)n1C
→ 10	4	2	-0.1	-10	0	-34	-6	0	14	-2
- COc1ccc(NS(=O)(=O)c2cc(NC(=O)Cn3cnc4c3c(=O)n(C)c(=O)n4C)ccc2C)cc1
→ -6	-1	-14	-1.4	3	0	7	-2	-1	7	-1
- O=C(Cc1n[nH]c(=O)c2ccccc12)Nc1cccc(S(=O)(=O)N2CCCC2)c1
→ -1	-9	10	0.3	-26	1	18	4	3	-8	-5
- O=C(O)CCn1ccc2cc(S(=O)(=O)N3CCCCCC3)ccc21
→ 23	-1	10	0.3	-1	-12	-5	5	-4	0	-2
- O=C(c1cnn2c(C(F)F)cc(-c3ccccc3)nc12)N1CCCc2ccccc21
→ 13	-16	9	-0.4	x	-12	1	-2	6	x	-15
- CCCCCCNC(=O)CCc1nc2cccnc2n1Cc1ccc(OC)cc1
→ 0	5	6	-1.4	-27	-7	8	-6	-8	13	10
- O=C(COC(=O)c1cc[n+]([O-])cc1)Nc1ccc(Cl)cc1C(F)(F)F
→ -9	-3	27	0.2	x	-5	3	11	-2	x	-2
- O=C(N/N=C/c1cccnc1)c1ccc2c(c1)OCO2
→ -59	-15	-38	-1.3	-39	-2	5	1	-1	-23	-59
- COc1ccc(-n2nc3c(N4CCC(C(=O)NCc5ccccc5C)CC4)nnc(C)c3c2C)cc1
→ 12	-7	20	3.9	x	-1	6	16	-5	x	14
- COc1ccc(/C=N/NC(=O)CCCC(=O)NC2CCCCC2)cc1
→ 8	-6	-8	0.0	-14	-6	-2	2	8	3	-13
- COc1ccc(N(C(=O)CNC(=O)c2ccco2)C(C(=O)NCC2CCCO2)c2ccccc2)cc1OC (stereo not given)
→ -9	2	8	-0.4	6	4	0	-2	-1	-18	4
- O=C(Nc1ccc2c(c1)OCO2)c1cc(C2CCCN(C(=O)CCCc3ccccc3)C2)on1 (stereo not given)
→ -16	x	-6	-2.4	5	-7	13	4	x	-14	-11
- O=C(CCn1nc(-c2ccccc2)c2ccccc2c1=O)Nc1cccnc1
→ 7	-5	-18	-1.1	-18	3	2	2	8	0	3
- O=C(Nc1cccc2c1N(C(=O)c1ccco1)CCC2)c1ccco1
→ 8	2	2	-2.1	17	-8	2	1	9	13	10
- Nc1sc2c([n+]1CCCS(=O)(=O)[O-])CCCC2
→ 7	-15	16	-1.0	-1	-4	-4	7	-1	3	3
- CCN(CC(=O)Nc1c(F)cccc1F)C(=O)c1ccc(=O)[nH]c1
→ 0	-6	9	-0.4	-27	0	-6	7	-5	5	-5
- CCN(CC)C(=O)c1c(NC(=O)c2ccccc2)sc(C)c1C
→ 3	-3	-3	-0.8	-15	-13	6	7	-1	18	8
- O=C(Nc1ccccc1Cl)c1cc(C2CCCN(C(=O)c3ccc4c(c3)CCO4)C2)on1 (stereo not given)
→ -16	x	19	-0.7	17	-2	5	-1	x	15	3
- Cc1cc(=O)nc2c3ccccc3n(C(C)C(=O)Nc3cc(F)ccc3F)n12 (stereo not given)
→ 8	-6	11	-1.6	-4	0	5	5	1	13	-2
- CC(C)C(NC(=O)OC(C)(C)C)C(=O)NC(CCC(=O)OCc1ccccc1)C(N)=O (stereo not given)
→ -20	4	-8	-0.5	4	-7	22	0	3	8	8
- CCc1nnc(NC(=O)Cc2sc(C)nc2-c2ccc(C)cc2)s1
→ 7	7	1	2.9	-4	-3	4	4	4	-3	4
- O=C(COc1cccc(F)c1)NNC(=O)c1cccc(-n2cccc2)c1
→ 0	-7	7	-1.7	-11	3	2	4	1	-5	1
- CCOc1ccc(NC(=O)C2CCN(C(=O)N3CCOc4ccccc43)CC2)cc1
→ 22	2	21	0.3	9	2	9	7	1	-5	9
- CCCNC(=O)c1ccccc1NC(=O)c1ccc(CSc2ccccc2)cc1
→ -10	13	0	-0.6	-4	-3	-9	0	-2	-6	2
- Cc1ccc(-n2c(SCC(=O)NCc3ccco3)nnc2-c2cccnc2)cc1
→ -1	-6	-4	-2.4	-3	8	-4	-3	0	20	-15
- COC(=O)c1ccc(NC(=O)N2CCOCC2)cc1
→ -5	4	-6	0.0	-14	-6	5	-2	-6	-2	-7
- CCOc1ccc(NC(=O)CS(=O)(=O)c2cn(CC)c3ccccc23)cc1
→ 8	-4	-6	2.5	-28	-15	11	-7	-9	9	5
- CCC(=O)Nc1ccc(N2CCCCC2)c(C(=O)Nc2ccc(OC)cc2)c1
→ 2	-5	-14	4.4	-4	-15	21	2	-1	8	-147
- Cc1ccc(C(=O)COC(=O)CCC(=O)NC2CCCCC2)cc1[N+](=O)[O-]
→ 9	4	19	0.9	0	-3	0	-2	6	21	-1
- CC1Cc2cc(S(=O)(=O)N3CCCCC3C)ccc2N1C(=O)C1CCC1 (stereo not given)
→ 12	-1	-4	-2.3	-7	-12	2	-3	-6	8	-3
- Cc1nn(C)c(=O)n1-c1ccc(OCc2ccccc2)cc1
→ -44	-14	-61	-2.0	x	1	0	-1	-14	x	-55
- CC(=O)N/C(=C\c1ccccc1)C(=O)N1CCOCC1
→ -8	-1	1	3.2	18	-3	-8	10	15	-6	-3
- O=C(CC1C(=O)NCCN1Cc1cccc(C(F)(F)F)c1)NC1CCCCCC1 (stereo not given)
→ 0	3	-11	-2.6	x	1	7	-3	2	x	-14
- CS(=O)(=O)Nc1ccc(-c2cccc3nccn23)cc1
→ -20	x	-3	-3.0	16	-2	-4	-4	x	-4	8
- Cc1ccc(-n2c(SCC(=O)OC(C)C)nnc2-c2cnccn2)cc1
→ 5	-15	2	-2.5	6	-3	1	2	-8	18	-10
- CS(=O)(=O)N(CC(=O)Nc1ccc(Br)cc1)C1CCCCC1
→ 9	-10	9	0.8	4	-10	5	-3	-2	-28	-1
- CCOC(=O)[C@@H]1CSCCS(=O)(=O)N1
→ 7	1	-6	-2.0	-27	-17	1	-8	3	1	-18
- CN(C)CCc1cc2c(c3c1ccc1ccccc13)OCO2
→ -18	0	8	0.6	4	-9	-9	2	-15	-35	-23
- CCOc1ccc(CCNC(=O)CN2CCN(Cc3ccc(F)cc3)C2=O)cc1OCC
→ -13	1	-2	0.1	2	3	-3	-2	-14	-1	-8
- C=CCN(c1ccccc1)S(=O)(=O)c1cc(C(=O)NC2=NCCS2)ccc1Cl
→ 14	3	2	-1.6	-13	1	11	0	-2	6	8
- COc1ccccc1/C=C/c1nc2ccc(OC(C)=O)cc2c(=O)o1
→ 2	-31	8	-0.7	-18	-4	7	-6	1	2	-5
- CCOC(=O)N1CCC(NS(=O)(=O)c2cc(Br)cc3c2N(C(=O)CC)CC3)CC1
→ -19	-1	-3	-0.3	12	-6	13	3	5	10	-2
- Cc1nc2ccc(S(=O)(=O)NC(C(=O)NCc3cccs3)C(C)C)cc2s1 (stereo not given)
→ 0	-6	19	1.7	-24	-9	12	-2	-1	-8	-15
- O=C(COC(=O)CCc1nc2ccccc2c(=O)[nH]1)NCc1ccc(F)cc1
→ 5	0	3	-1.9	12	-6	8	3	1	10	3
- CCCN(C)C[C@@H]1Oc2ncc(Br)cc2C(=O)N([C@@H](C)CO)C[C@H]1C
→ -20	-2	16	-0.9	-6	-2	1	-3	-4	9	-7
- COc1cccc(Nc2nc(-c3ccc4c(c3)OCCO4)cs2)c1
→ -86	2	-121	-0.6	-106	-7	10	-34	-36	-29	-127
- Nc1ncnc2c1ncn2[C@@H]1O[C@H](C(=O)NCc2ccc3c(c2)OCO3)[C@@H](O)[C@H]1O
→ 0	x	-6	x	-10	-14	x	0	x	2	-10
- O=S(=O)(NC1CCCCC1N1CCN(c2ccc(F)cc2)CC1)c1ccc(Cl)cc1 (stereo not given)
→ 14	5	-12	0.4	x	-13	7	8	x	x	2
- Cc1cc(=O)oc2cc(OCC(=O)N(C)C3CCS(=O)(=O)C3)c(Cl)cc12 (stereo not given)
→ 2	3	-8	-1.1	-49	7	9	-7	-3	1	-10
- O=C1N=c2ccccc2=C1c1c(O)n(-c2cccc(F)c2)[nH]c1=O
→ 13	10	2	-2.2	-11	-1	0	-7	5	-17	-10
- Oc1ccc(Cl)cc1-c1cc(-c2cccc(Br)c2)n[nH]1
→ -4	-1	-3	-2.8	5	0	18	-8	2	-10	-3
- O=C(O)CCN1C(=O)/C(=C/c2ccc(-c3nc4ccccc4s3)o2)SC1=S
→ -10	8	-4	-1.5	2	6	12	-4	-8	-13	-7
- Cc1cc(NC(=O)CSc2nnc(-c3ccccc3Cl)o2)no1
→ -16	3	-49	-2.5	-14	47*	4	-1	-6	-48	-36
- NS(=O)(=O)c1ccc(N/N=C/c2ccc(O)c(O)c2O)c([N+](=O)[O-])c1
→ -10	0	10	-4.1	-33	3	-15	2	2	13	1
- COC(=O)c1cc(=O)n(Cc2ccc(F)cc2)c(=Nc2ccccc2)s1
→ 18	6	12	-0.6	3	0	1	4	-3	9	-1

Only part of the results is shown. The share of hits here may be higher or lower than overall.
